From PubChem
Pf growth 48h: P. falciparum growth inhibition at 48 hours (one generation) | Potency, µM (top dose mostly 28.7 µM), for inactives: at the top dose activity change, negative = inhibition, most hits filed as inhibitors | P. falciparum luciferase growth in erythrocytes, 48 h | hit rate 5.9% among 310,000; note: potency is the fitted concentration of half-maximal effect; % is set by controls: 0 for no effect and ±100 for the full control effect
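Growth was read as firefly luciferase luminescence after a 48 h, 37 C, 5% CO2 exposure of compounds to reporter-bearing P. falciparum cultures (0.1% parasitemia, 2% hematocrit final) in Albumax-supplemented RPMI 1640.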
TbPYK inhibitor: T. brucei pyruvate kinase inhibition | Q57TT1 | TbPYK enzyme, Kinase-Glo Plus ATP luminescence, 45 min | Potency, µM (highest dose often 76.8 µM), for the others: at the highest dose activity, negative = inhibition, hits mostly inhibitors | hit rate 0.12% among 410,000; note: potency is the fitted concentration of half-maximal effect; % is set by controls: 0 for no effect and ±100 for the full control effect; nearly all actives have a fitted effect of over 50% in size
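Screened from lowest to highest concentration, compounds were pinned into TbPYK/substrate mixtures, and ADP (130 uM final) was added. Plates sat at room temperature for 45 min prior to Kinase-Glo Plus detection by luminescence.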
LmPK inh: LmPK (Leishmania mexicana) enzyme inhibition | Q27686 | purified LmPK, Kinase-Glo ATP luminescence, 1 h | Potency, µM (doses to about 57.5 µM), without a hit: at the highest dose activity change, negative = inhibition, actives largely listed as inhibitors | hit rate 0.37% among 290,000 | AID 1721; note: potency is the fitted concentration of half-maximal effect; % is set by controls: 0 for no effect and ±100 for the full control effect
Target sequence (Q27686 whole entry, looked up): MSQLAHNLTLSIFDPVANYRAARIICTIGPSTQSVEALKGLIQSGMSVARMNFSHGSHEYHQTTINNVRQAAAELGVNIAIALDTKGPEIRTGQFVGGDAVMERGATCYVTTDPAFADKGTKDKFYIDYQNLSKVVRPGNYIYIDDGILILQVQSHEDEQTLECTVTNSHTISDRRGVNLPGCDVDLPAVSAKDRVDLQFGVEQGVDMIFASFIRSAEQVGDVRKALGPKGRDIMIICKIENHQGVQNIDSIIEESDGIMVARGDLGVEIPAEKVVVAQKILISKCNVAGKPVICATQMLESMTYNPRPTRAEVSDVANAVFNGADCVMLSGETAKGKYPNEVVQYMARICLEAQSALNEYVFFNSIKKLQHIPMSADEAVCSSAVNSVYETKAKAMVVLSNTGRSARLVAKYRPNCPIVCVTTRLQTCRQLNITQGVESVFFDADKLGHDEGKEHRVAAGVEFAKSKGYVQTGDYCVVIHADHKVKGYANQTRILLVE
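ATP generated from ADP (0.1 mM) and PEP (0.5 mM) by 0.1 nM LmPK over 1 h at room temperature (pH 7.2 imidazole buffer) was detected by coupled luciferase luminescence. Values were normalized to uninhibited and no-enzyme wells.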
Pf growth 96h: P. falciparum growth inhibition at 96 hours. P. falciparum luciferase reporter growth, 96 h. Potency, µM (highest dose often 28.7 µM), for inactives: at the top dose activity change, negative = inhibition, hits mostly inhibitors. hit rate 6.9% among 320,000. AID 504834; note: potency is the fitted concentration of half-maximal effect; % is set by controls: 0 for no effect and ±100 for the full control effect
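P. falciparum expressing integrated firefly luciferase grown in erythrocytes (2% hematocrit, 0.05% parasitemia final) with compounds for 96 hours at 37 C, 5% CO2. Growth inhibition read as loss of luminescence after adding luciferase detection reagent.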
Shiga inhibitor: inhibitors of Shiga toxin in Vero cells | Vero cells, Shiga toxin protein synthesis inhibition reporter | hit rate 9.2% among 290,000 | inhibition, % at 38.7 µM; in the data active = inhibition mostly above about 28%, no sharp cut-off; inactive = mostly below about 43%; note: 0% is about no effect
CHX counter: counter-screen for Shiga toxin inhibitors: cycloheximide protein synthesis inhibition | cell reporter, cycloheximide protein synthesis inhibition counterscreen | max response, % | hit rate 12% among 300,000 | AID 2314; in the data active = max response mostly above about 13%, no sharp cut-off; inactive = mostly below about 14%; note: read at 38.3 µM for the half of the compounds with a filed dose; 0% is about no effect
AmpC inh no detg: inhibitors of E. coli AmpC beta-lactamase without detergent; P00811; AmpC nitrocefin hydrolysis, absorbance 480 nm, 0.0001% Triton; Potency, µM (titrated, usually from 57.1 µM), for the others: at the top dose activity change, negative = inhibition, usual class: inhibitors; hit rate 0.52% among 330,000; AID 485341;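 note: potency is the fitted concentration of half-maximal effect; plate controls were no compound for no effect and no enzyme for full effect; nearly all actives have a fitted effect of over 20% in size; some results filed as inactive show a strong effect at the top dose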
Target sequence (P00811 whole entry, looked up): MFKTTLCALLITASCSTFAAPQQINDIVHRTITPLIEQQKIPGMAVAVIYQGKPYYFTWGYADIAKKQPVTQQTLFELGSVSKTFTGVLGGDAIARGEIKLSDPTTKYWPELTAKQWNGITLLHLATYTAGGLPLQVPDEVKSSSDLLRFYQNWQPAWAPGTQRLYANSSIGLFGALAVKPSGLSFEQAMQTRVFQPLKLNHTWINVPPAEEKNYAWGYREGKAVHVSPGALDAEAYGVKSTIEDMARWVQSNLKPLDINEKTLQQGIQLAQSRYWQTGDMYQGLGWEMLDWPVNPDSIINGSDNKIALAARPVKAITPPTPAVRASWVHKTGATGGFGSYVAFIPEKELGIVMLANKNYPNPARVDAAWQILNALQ
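20 mM phosphate pH 7.0 + 0.01% (detergent screen) or 0.0001% Triton X-100; 5.3 nM AmpC reagent; cpd preinc 15 min RT; nitrocefin (800 uM stock) to start; A480 q20 s × 4 min; Activity was normalised to no-enzyme and no-compound control wells.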
Active calls of the source: *; u = inconclusive; x = no result given; & = joins results of further samples; [ ] = remark or other dose. Unless noted, calls come from the whole dose curve; as a rule, active = well fitted curve in the direction sought with a large enough effect; inconclusive = small, poorly fitted or top-dose-only effect, or another doubt; inactive = no such curve, though single readings can be large; an effect the other way counts as inactive or inconclusive.

SMILES | Pf growth 48h | TbPYK inhibitor | LmPK inh | Pf growth 96h | Shiga inhibitor | CHX counter | AmpC inh no detg
O=C(NCCNC(=O)c1cnccn1)c1ccc(Cl)c(Cl)c1 | 26% | -16% | -2% | 29% | -3 | 1 | -19%
CN(C)c1nc(C(=O)O)nc(N2CCOCC2)n1 | 13% | 0% | 0% | 16% | 11 | -3 | -7%
CCOc1cc(C(C(=O)NCC2CCCO2)N(C(=O)Cn2nnc3ccccc32)c2ccc(NC(C)=O)cc2)ccc1O (stereo not given) | 4% | -8% | -2% | 7% | -8 | -4 | 0%
Cc1ccc2nc(C(F)OC(F)(F)F)[nH]c2c1 (stereo not given) | -17% | 5% | -9% | 66%[activator] | 29 | 23 | x
O=C(Nc1cccnc1)/C(N=Nc1ccc(Cl)c(C(F)(F)F)c1)=C(\O)c1ccccc1 | 37%[activator] | -2% | 0% | 44%[activator] | 0 | -1 | -17%
C#CCOc1ccccc1/C=N/NC(=O)c1ccccc1OCc1ccccc1 | u | 1% | -3% | 10µM* | -19 | 11 | 20µM*
CN(C(=O)c1ccc(NC(=O)Cc2ccc(NC(=O)C3CCN(C(=O)C4CCCCC4)CC3)cc2)cc1)C1CC1 | u | -2% | x | u | x | x | 84%[activator]
CC(C)C[C@H](NC(=O)OC(C)(C)C)c1n[nH]c(=S)n1N | -13% | -3% | 9% | 18% | 28 | 1 | -12%
CCOc1ccccc1NC(=O)CN(c1nccs1)S(=O)(=O)c1ccc(N)cc1 | -10% | 6% | 0% | u | 43 | -1 | -13%
O=C(CCc1nnc(C2CCCCC2)o1)N1CCN(Cc2ccccc2)CC1 | 5% | -5% | -2% | 23% | -5 | 17 | -6%
COc1ccc(CC2=C(O)c3ccccc3C(=O)C2=O)cc1 | -10% | -4% | 2% | 153%[activator] | -15 | -4 | -15%
CC(NCc1ccco1)C(=O)N1CCc2ccccc2C1 (stereo not given) | -6% | -4% | -3% | 27% | -6 | -2 | -15%
CCn1c(SCC(=O)NCc2ccco2)nc2c(c1=O)SC(C)C2 (stereo not given) | -26% | -19% | 0% | u | 10 | 1 | -5%
COc1cc(NC(=S)NCc2cccs2)cc(OC)c1 | 10% | -3% | -6% | -23% | -2 | 7 | -22%
CCC(C)/C=C/C1=CC2=C(Cl)C(=O)C3(C)OC(=O)C(C(=O)C(C)C(C)O)C3C2=CO1 (stereo not given) | -3% | 3% | 4% | 68%[activator] | -8 | -1 | 0%
CCOC(=O)c1sc2nccc(N(C)C)c2c1N=CNOCc1c(F)cccc1Cl | x | 4% | 6% | u | 35 | 25* | 46%
COc1c(F)c(F)c(C(=O)Nc2ccc3oc(-c4ccncc4)nc3c2)c(F)c1F | 3% | 2% | 4% | 33%[activator] | -3 | -1 | -10%
CC(=O)NCCOC(=O)Nc1cccnc1 | 1.9µM* | -17% | 1% | 24% | 22 | -4 | -11%
O=C(Cc1ccccc1[N+](=O)[O-])Nc1ccc(S(=O)(=O)N2CCCC2)cc1 | -17% | x | -7% | u | -28 | 0 | -45%
Clc1cccc(C2CCN(Cc3nc(CC4CC4)no3)C2)c1 (stereo not given) | 4% | -13% | -1% | 4% | 77 | 14 | 33%
Cc1ccc(S(=O)(=O)/N=c2\sccn2C)cc1 | 11% | 3% | 2% | 135%[activator] | -14 | -4 | -4%
Cn1nc(C(=O)NNC(=O)CCOc2ccc(C(C)(C)C)cc2)c2ccccc2c1=O | u | -8% | x | u | x | x | 189%[activator]
COc1ccc(Cc2nnc(N=Nc3c(O)[nH]c4ccc(Br)cc34)[nH]c2=O)cc1 | 3% | 1% | 0% | u | -2 | -2 | -43%
COC(=O)C1CCN(C(=O)COC(=O)C2CCN(S(=O)(=O)c3ccc4c(c3)OCCO4)CC2)CC1 | u | -11% | -4% | 9% | 12 | -1 | 85%[activator]
CC(NC(=O)C(=O)N/N=C\c1ccc([N+](=O)[O-])cc1)c1ccccc1 (stereo not given) | -5% | -4% | 6% | -2% | 6 | -3 | -17%
Cc1nn(Cc2noc(C(=O)NCc3ccc(F)cc3)n2)c(C)c1Br | -8% | 0%&-8% | 5% | 25% | -7 | -5 | 50%
COc1cc(CN2CCCC(CO)(Cc3ccccc3F)C2)ccc1O (stereo not given) | -20% | 2% | 0% | 24% | -3 | 1 | -33%
Nc1nnc(CCS(=O)(=O)c2ccc(Cl)cc2)s1 | -2% | -4% | 0% | x | 17 | -1 | -24%
Cc1ccc(-n2cccc2/C=N/n2cnnc2)cc1Cl | x | 1% | 8% | u | -4 | -2 | 10%
Cc1ccc(NC(=O)CSc2nccn2Cc2ccccc2)cc1C | 25% | -6% | 7% | 44%[activator] | 99 | 48* | 5%
O=C(CNC(=O)c1ccccc1F)NCCOc1cccc(Cl)c1Cl | 10% | 1% | 5% | u | 10 | 1 | -1%
COC(=O)c1ccc(C(=O)NC2CCCc3c2cnn3-c2ccccc2F)nc1 (stereo not given) | 11% | 2% | 0% | u | -9 | -1 | 50%
CC(C)Oc1ccc(NC(=O)c2ccncc2)cc1 | 35%[activator] | 0% | -8% | 66%[activator] | 63* | 19* | -21%
CCc1cccc2c(C(=O)COC(=O)c3ccc(O)cc3)c[nH]c12 | 39%[activator] | 2% | -1% | -26% | 53* | 37* | 28µM*
COc1ccccc1OCC(=O)Nc1cc(C)ccc1NC(=O)c1ccco1 | u | 1% | -10% | 10µM* | -25 | 8 | -5%
CCc1ccc(C(=O)N/N=C(\C)c2ccncc2)s1 | 86%[activator] | -16% | -1% | u | 70* | 37* | -32%
CCc1ccc(C(=O)c2c(N)c(-c3nc(-c4ccc5c(c4)OCO5)cs3)c3ccccn23)cc1 | x | 6% | x | x | 39 | 18 | x
Cc1c(NC(=O)COC(=O)COc2ccc(Nc3ccccc3)cc2)c(=O)n(-c2ccccc2)n1C | 25% | -12% | -2% | -5% | -8 | 6 | 159%[activator]
COc1cc2c(cc1OC)CN(C(=S)Nc1ccc(OC(F)F)cc1)CC2 | 0% | 2% | -3% | u | -1 | 3 | 36%
COc1ccc(N2CCN(C(=O)c3ccc(C)c(NC(=O)C4=C(C)OCCS4)c3)CC2)cc1 | u | 1% | -9% | u | -11 | -7 | 57%
CCCCNC(=O)c1ccc(NS(=O)(=O)c2ccccc2)cc1 | -5% | 2% | 4% | x | -4 | 1 | -29%
CN(C)c1ccc(-c2nc3ccccc3n2C)cc1 | -76% | u | 13µM* | u | 15 | 24* | -21%
Cc1nn(-c2ccccc2)c2nc(-c3ccco3)cc(C(=O)O)c12 | u | -11% | 16% | 18% | -12 | -9 | -10%
Cc1ccc(NC(=S)NNC(=O)C2CC2c2ccc(C)cc2)cc1 (stereo not given) | u | -11% | -1% | u | -5 | -1 | -28%
COc1ccc(S(=O)(=O)NNC(=O)Nc2ccc(C)cc2C)c(OC)c1 | 7% | -8% | -1% | -16% | -9 | -1 | -24%
Cc1ccsc1C(=O)N(CC(C)C)c1c(N)n(Cc2ccccc2)c(=O)[nH]c1=O | u | 9% | -6% | -22% | 22 | 1 | 0%
O=C(NCc1ccccn1)Nc1ccc(F)cc1 | 52%[activator] | -1% | 0% | x | 25 | -3 | 0%
Cc1noc(C)c1C(=O)Nc1sc2c(c1C(N)=O)CCCCC2 | 30%[activator] | -20% | 2% | x | 7 | -1 | -12%
CCOc1ccc(CNC(=O)Cn2nc(C)c3c(C)n(-c4ccc(C)cc4)nc3c2=O)cc1 | 8% | -3%&5% | 8% | -9% | 13 | 0 | -1%
O=C(c1cccs1)N1CCOCC1 | 0% | 8% | 3% | 21% | 16 | -1 | -11%
CCOC(=O)Cn1nc(-c2ccccc2)nc1-c1ccccc1 | 43%[activator] | -3% | -1% | x | 27 | 26* | 9%
COc1ccccc1NC(=O)Cn1c2ccc(F)cc2c2nc3n(c(=O)c21)CCS3 | u | -2% | 4% | -4% | -7 | -2 | 25%
COCCN(C(=S)Nc1cc(C)ccc1C)C(C)c1cccnc1 (stereo not given) | 3% | 6% | 0% | u | -1 | 0 | -1%
O=C(c1ccc(OC2CCN(CCO)CC2)cc1)N1CCCC1 | -1% | -12% | 4% | -23% | -9 | -1 | 9%
Cc1c(Cl)cnc(NC(=O)COC(=O)CCS(=O)(=O)c2ccccc2)c1Cl | 0% | -4% | 8% | -2% | -15 | 5 | -19%
Cc1ccc2nc(NC(=O)/C=C/c3ccc4c(c3)OCO4)sc2c1 | -11% | -2% | 4% | -18% | 10 | 3 | 31%
C/C(=N\NC(=O)CCc1ccc(S(=O)(=O)N2CCOCC2)cc1)c1ccc(OC(F)F)cc1 | u | -2% | 3% | u | 15 | 11 | 52%
COc1ccccc1CCNC(=O)C1CCN(C(=O)/C=C/c2ccccc2)CC1 | 79%[activator] | -4% | 0% | 118%[activator] | 40 | 15* | 75%[activator]
COc1cc(/C=N/Nc2snc(SC)c2C#N)cc(OC)c1OC | 4% | 2% | -2% | x | -16 | -2 | -34%
CCCCCn1c(SCC(=O)OCC)nc2cc(C(=O)NCc3ccco3)ccc2c1=O | u | -2% | 12% | 15% | -21 | -5 | -20%
New compounds follow.
SMILES | Pf growth 48h | TbPYK inhibitor | LmPK inh | Pf growth 96h | Shiga inhibitor | CHX counter | AmpC inh no detg
CC1(C)CC(N2CCN(C(c3ccccc3)c3ccccc3)CC2)=CC(=[N+]2CCCCC2)C1 | 0.41µM* | u | 10% | 0.41µM* | -6 | -2 | 159%[activator]
CC(C)NC(=O)CSc1nc(N)c(NC(=O)c2ccco2)c(=O)[nH]1 | 10% | 0% | 2% | 0% | 8 | 0 | -9%
Cc1ccc2nc(Cl)c(/C=N/Nc3nc(C)cc(C)n3)c(=O)n2c1 | -2% | -17% | -2% | -19% | -4 | -3 | -44%
CCc1n[nH]c(=S)n1/N=C/c1c(O)ccc2ccccc12 | 14% | u | 43% | u | x | -1 | -21%
Cc1ccc(CN(CCO)CCO)cc1 | 15% | -2% | -3% | u | 1 | -2 | -5%
Cc1cc(=O)oc2cc(OCC(=O)NCCN3CCOCC3)c(Cl)cc12 | -5% | 2% | 10% | -24% | -3 | -4 | -10%
Cc1cccc(N2CCN(C3=NC(=O)C(=C4CCCCC4)S3)CC2)c1 | 10µM* | x | 1% | 34%[activator] | 40 | 2 | -9%
CCOc1ccc(S(=O)(=O)Nc2nc3ccccc3nc2Nc2ccc(N3CCOCC3)cc2)cc1 | 11% | 7% | 3% | u | 4 | 13* | 38%

Full records as entered above. Order of values: Pf growth 48h, TbPYK inhibitor, LmPK inh, Pf growth 96h, Shiga inhibitor, CHX counter, AmpC inh no detg
Cc1ccc(CN(CCO)CCO)cc1 is entered as 15%, -2%, -3%, u, 1, -2, -5%
Cc1cc(=O)oc2cc(OCC(=O)NCCN3CCOCC3)c(Cl)cc12 is entered as -5%, 2%, 10%, -24%, -3, -4, -10%
Cc1ccc2nc(Cl)c(/C=N/Nc3nc(C)cc(C)n3)c(=O)n2c1 is entered as -2%, -17%, -2%, -19%, -4, -3, -44%
